TGFb inhibitor = blocks TGF-b signaling | HepG2 CAGA-GFP TGF-b/SMAD3 reporter, GFP fluorescence, 18 h; TGF-beta stimulated, 500 pg/mL final | Potency, µM (top dose mostly 46.1 µM), for inactives: at the highest dose activity, negative = inhibition, usual class: inhibitors | actives 1.2% (n = 410,000) | AID 588855; further: potency means the concentration at half of the fitted maximal effect; on the % scale 0 is the no-effect control and ±100 the full control effect; nearly all actives have a fitted effect of over 65% in size
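Cell-based qHTS in HEPG2 carrying a CAGA-GFP Smad reporter; compounds added before 500 pg/mL final TGF-beta, 18 h incubation at 37 degrees C, GFP fluorescence quantified per cell by imaging cytometry.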
CCT modulator = modulators of cytosolic chaperonin (CCT/TRiC) activity; purified chaperonin ATPase assay, HTRF ADP detection, 30 min; activity change, % (no concentration beside the values), hits read low; actives 0.3% (n = 360,000); AID 651819; in the data active means activity change below about -30%; further: on the % scale 0 is the no-effect control and ±100 the full control effect
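TRiC (40 or 20 nM final, by batch activity) in 30 mM Tris pH 7.4, 100 mM KCl, 5 mM MgCl2, 1 mM DTT was treated with compound at 76 uM single dose, then 10 uM ATP, 30 min at 37 °C. ADP was read by HTRF Transcreener.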
Mm-Cpn inhibitor = blocks the Methanococcus maripaludis chaperonin Mm-Cpn | purified Mm-Cpn ATPase, ADP Transcreener TR-FRET | Potency, µM (doses to about 76.9 µM), for inactives: at the top dose activity, negative = inhibition, usual class: inhibitors | actives 0.031% (n = 330,000) | AID 504842; further: potency means the concentration at half of the fitted maximal effect; on the % scale 0 is the no-effect control and ±100 the full control effect; nearly all actives have a fitted effect of over 80% in size
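25 nM Mm-CPN + cpd, 10 min 37°C; + 10 uM ATP, 30 min 37°C; buffer 30 mM Tris pH 7.4, 100 mM KCl, 5 mM MgCl2, 1 mM DTT; Transcreener ADP HTRF detection 30 min RT.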
Nrf2 activator = activates Nrf2 signaling | AREc32 ARE-luciferase reporter (MCF7-derived line), luminescence, 24 h | Potency, µM (top dose mostly 46.1 µM), for inactives: top-dose activation, actives largely listed as activators | actives 0.31% (n = 410,000) | AID 624171; further: potency means the concentration at half of the fitted maximal effect; % of control where 0% means no effect; nearly all actives have a fitted effect of over 65% in size
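Steps: seed AREc32_Fluc cells (1000/well, 5% FBS OPTI-MEM); incubate overnight at 37 deg C; add 23 nL compound; incubate 24 hr; add Steady-Glo; hold 30 min RT; read luminescence.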
Nrf2 block = Nrf2 pathway inhibition. A549 ARE-Fluc reporter, luciferase luminescence, 18-24 h. Potency, µM (top dose mostly 46 µM), without a hit: top-dose activity change, negative = inhibition, most hits filed as inhibitors. actives 2.1% (n = 360,000). AID 504444; further: potency means the concentration at half of the fitted maximal effect; on the % scale 0 is the no-effect control and ±100 the full control effect; nearly all actives have a fitted effect of over 60% in size
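A549 ARE_Fluc cells, 5000/well, 5% FBS OPTI-MEM; compounds in dose-response, 18-24 h at 37 °C/5% CO2; CellTiter-Fluor viability read (Ex 405/Em 525), then BugLite luciferase luminescence = Nrf2 activity.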
A549 viability = counter-screen for Nrf2 inhibitors: cytotoxicity in A549 cells; A549 ARE-Fluc cells, CellTiter-Fluor viability, 18-24 h; actives 0.16% (n = 390,000); Potency, µM (series often up to 46 µM), for the others: top-dose activity change, negative = cytotoxicity, actives largely listed as inhibitors; further: potency means the concentration at half of the fitted maximal effect; on the % scale 0 is the no-effect control and ±100 the full control effect
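A549 ARE_Fluc cells in 5% FBS OPTI-MEM were exposed to compounds in concentration-response for 18-24 h at 37 deg C. Viability was read by CellTiter-Fluor fluorescence (Ex 405/Em 525) after 30 min, before the luciferase read.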
Abeta yeast res = A-beta toxicity reversal in yeast. yeast expressing A-beta42, growth rescue, OD600, 48 h; response scale: 0% DMSO, 100% iron-clioquinol control. Potency, µM (titrated, usually from 46.1 µM), for the others: at the highest dose growth rescue, most hits filed as activators. actives 0.063% (n = 410,000). AID 1347071; further: potency means the concentration at half of the fitted maximal effect; nearly all actives have a fitted effect of over 55% in size
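Growth rescue measured by 600 nm absorbance after 48 h yeast culture at 30 C with compound. Values normalized between DMSO and an equimolar ferric chloride plus clioquinol control.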
pAkt inh = inhibitors of Akt phosphorylation; actives 0.32% (n = 360,000); Neuro2A IGF-stimulated pAkt S473 HTRF, 20 min; active compounds read low; activity change, % for hits at 50 µM; in the data active means activity change below about -80%; inconclusive means mostly about -51% to -80%; further: on the % scale 0 is the no-effect control and ±100 the full control effect
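Neuro2A cells (4,500/well, DMEM with 0.5% FBS) were treated with compound at a single 50 µM final concentration, stimulated with 6 nM IGF for 20 min at 37 °C, and lysed. Phospho-Akt Ser473 was read by HTRF as 665/615 ratio ×10^4.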
HepG2 tox = counter-screen for TGF-b inhibitors: cytotoxicity in HepG2 cells; HepG2 CAGA-GFP viability, ATP luminescence, 18 h; AID 588856; actives 0.76% (n = 410,000); Potency, µM (top dose mostly 46.1 µM), for inactives: top-dose activity change, negative = cytotoxicity, usual class: cytotoxic; further: potency means the concentration at half of the fitted maximal effect; some results filed as inactive show a strong effect at the top dose
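CellTiter-Glo luminescence gave cytotoxicity after 18 hours at 37 degrees C. The cells were HepG2 CAGA-GFP in 1% FBS DMEM, stimulated with 500 pg/mL TGF-beta after compound addition. %Activity was normalised to no-cell wells (complete cell-killing) and DMSO (no toxicity), and curves were fitted and classified.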
The depositor's hits bear a star; i = inactive; ? = inconclusive; . = not tested or not shown; & = joins results of further samples; [ ] = dose if it differs, or a comment. Unless noted, the call rests on the fitted dose curve; in most records, active means well fitted curve in the direction sought with a large enough effect; inconclusive means small, poorly fitted or top-dose-only effect, or another doubt; inactive means no such curve, though single readings can be large; an effect the other way counts as inactive or inconclusive.

Below each SMILES: TGFb inhibitor, Nrf2 activator, HepG2 tox, Mm-Cpn inhibitor, A549 viability, CCT modulator, Abeta yeast res, Nrf2 block, pAkt inh
1: COC(=O)[C@@]1(Cc2ccc(F)cc2)[C@H]2c3cc(C(=O)N4CCCC4)n(CC4CC4)c3C[C@H]2CN1C(=O)c1ccccc1
→ ., 0.2%, ., ., ., -1.1, 12%, ., i
2: O=C(NCc1cccs1)C1CC(=O)N(c2ccc(F)cc2)C1 (stereo not given)
→ 7%, -0.2%, -14%, 0%, 3%, 0.2, 9%, 7%, i
3: O=C(Nc1ccc(O)cc1)c1ccc(NC(=O)C2CCCO2)cc1 (stereo not given)
→ -6%, 0.2%, -10%, 0%, 3%, 2.4, -5%, -3%, i
4: CC(C)NC(=S)N/N=C/c1ccccc1[N+](=O)[O-]
→ 0%, 2.9%, -24%, 0%, 5%, 2.2, -3%, 7%, i
5: CCCc1nc2sc3c(c2c(=O)[nH]1)CCCC3
→ 5%, -0.2%, 17%, 3%, 4%, -0.9, 9%, 7%, i
6: CCN(CC)c1ccc(CNc2nc3ccccc3n2C(C)C)cc1
→ ?, -0.3%, -35%, -1%, ?, -1.7, -1%, ?, i
7: C=C(C)Cn1c(SCC)nc2ccccc2c1=O
→ ?, 0.2%, -5%&1%, 3%, -1%&-7%, 1.2, -3%, -10%&19%, i
8: CCOc1ccc(-n2cc(-c3ccccc3)c3c(Nc4cccc(F)c4)ncnc32)cc1
→ 0%, 0.4%, -1%, ., 2%, ., 0%, ., .
9: COc1ccccc1CNC(=O)C1CC2Cn3c(nc4cc(C)c(C)cc43)C2N1C (stereo not given)
→ -2%, -0.3%, -13%, 2%, 3%, 0.0, 6%, 1%, i
10: COC(=O)c1c(NC(=O)COC(=O)CCc2ccc(S(=O)(=O)N3CCOCC3)cc2)sc2c1CCC2
→ -12%, 3.3%, 2%, -4%, 16%, -6.5, -7%, 18%, i
11: Cc1cc(C)n2nc(SC3CCCCN(C(=O)c4ccc(F)cc4)C3=O)nc2n1 (stereo not given)
→ -1%, 3.4%, 2%, 2%, 4%, 1.5, 2%, ?, i
12: COc1cc(OC)c(S(=O)(=O)N2CCOCC2)cc1S(=O)(=O)N1CCOCC1
→ -14%, 0.4%, -9%, 0%, 5%, 0.8, 1%, -28%, i
13: CCCN1C(=O)/C(=C/c2nc3ccccc3c(=O)[nH]2)c2cc(C)ccc21
→ -20%, 3.9%, -7%, -2%, -5%, -1.3, 6%, 0%, i
14: CCOc1ccc(NS(=O)(=O)c2ccc(C(=O)N(C)CCc3ccc(OC)c(OC)c3)cc2)cc1
→ -18%, 2.6%, 0%, -5%, -7%, -0.1, -2%, ?, i
15: CC(=O)Nc1ccc(SC(C)C(=O)NC2CCCC2)cc1 (stereo not given)
→ -14%, 0.0%, -37%, 3%, -1%, -1.3, -4%, -3%, i
16: CCOc1ccc(-c2cccc(NC(=O)COc3ccc(Cl)cc3)c2)nn1
→ -8%, 2.2%, -11%, -1%, 0%, -0.4, ?, -24%, i
17: N=c1n(CCO)c2ccccc2n1Cc1ccccc1F
→ -2%, -0.2%, -14%, ., -3%, ., -7%, 7%, .
18: CCOC(=O)c1cnn(-c2cc(Oc3cccc(C)c3)ncn2)c1N
→ -1%, 3.3%, -12%, 1%, -3%, 0.7, -3%, -7%, i
19: Cc1cccc(NC(=O)NCC(c2ccco2)N2CCCCC2)c1 (stereo not given)
→ 2%, 1.0%, -18%, -3%, -7%, -1.4, 5%, 3%, i
20: Cc1nn(Cc2ccccc2)c(C)c1NC(=O)c1cc(-c2ccc3c(c2)OCO3)on1
→ -5%, -0.3%, -9%, 1%, 2%, -2.3, 10%, ?, i
21: Cc1cccc(C)c1OCC(=O)Nn1c(C)nc2ccccc2c1=O
→ 10%, -1.1%, -5%, -1%, -2%, 2.3, -23%, 9%, i
22: COc1ccc2[nH]c3c(c2c1)CCN1C(=O)C(CC(=O)NCCN2CCOCC2)C[C@H](C(=O)N2CCOCC2)[C@@]31CCC1CCCC1 (stereo not given in full)
→ 4%, -0.5%, -12%, ?, -3%, 1.5, 3%, 4%, i
23: CSc1ccc(CN2CCC(C)(Oc3cccc(C#N)c3)C2)cc1 (stereo not given)
→ -3%, 3.4%, -35%, ., ., -3.2, -7%, ., i
24: COC(=O)c1cc(CNC(=O)C2CC(=O)N(c3ccc4c(c3)OCCO4)C2)ccc1OC (stereo not given)
→ 2%, 0.1%, -1%, 0%, -2%, -3.4, 6%, -26%, i
25: CC(=O)Nc1ccc(Oc2cnc3ccccc3n2)cc1
→ -8%, -0.3%, -1%, 2%, 8%, -0.9, 24%, ?, i
26: Cc1oncc1C(=O)N1CCCC(CO)(Cc2ccc(F)cc2F)C1 (stereo not given)
→ 6%, -1.8%, -16%, -1%, 2%, -1.3, 5%, 4%, i
27: N#CC1=C(N)Oc2n[nH]c(-c3cccnc3)c2C1c1cc(F)ccc1F (stereo not given)
→ 0%, 20%, 1%, -1%, 8%, -1.4, 17%, 1%, i
28: CCOC(=O)C1CCCN(C(=O)CSc2ccc(Br)cc2)C1 (stereo not given)
→ 0%, 3.4%, 8%, -2%, 4%, -1.5, -12%, -2%, i
29: CCOc1ccc(CCNC(=O)CCn2nc(C)c3c(C)n(-c4ccccc4)nc3c2=O)cc1
→ 3%, 0.6%, 2%, 1%, 12%, 0.6, 3%, -2%, i
30: Cc1ccc(C(=O)Cn2cc([N+](=O)[O-])nc2C)cc1
→ 0%, -0.1%, -36%, 6%, -2%, 1.8, -74%[inhibitor], 3%, i
31: CCNc1nc(NCC)nc(SCC(C)=O)n1
→ -3%, -0.8%, 4%, 0%, 11%, 0.0, -17%, ?, i
32: O=C(Nc1ccc(N2CCN(C(=O)c3ccccc3)CC2)cc1)c1cccs1
→ -4%, 0.0%, -8%, -2%, 5%, 0.7, -6%, 10%, i
33: Cc1ccc(C(=O)Nc2ccc3c(c2)OCCO3)c(Cl)c1
→ 1%, -5.3%, -24%, 0%, 2%, -2.1, -15%, ?, i
34: O=C(COC(=O)c1cc([N+](=O)[O-])ccc1N1CCOCC1)Nc1cccc(F)c1
→ -8%, 1.0%, -8%, -1%, 4.6µM*, -0.2, 14%, ?, i
35: CC(C)CCNC(=O)C1CCCN(S(=O)(=O)c2ccc(F)cc2)C1 (stereo not given)
→ 16%, -0.6%, -11%, -2%, -7%, -1.0, 3%, -2%, i
36: O=[N+]([O-])c1ccc(C(c2sc3nc(-c4ccco4)nn3c2O)N2CCN(Cc3ccccc3)CC2)cc1 (stereo not given)
→ -1%, 9.5%, -2%, ., -1%, ., -1%, ., .
37: Cc1cc(S(=O)(=O)Nc2ccc3ccccc3c2)c(C)s1
→ ?, 0.2%, -58%, 2%, ?, -1.0, -15%, -114%, i
38: O=C(C1=C[C@@H](c2coc3ccccc3c2=O)C[C@@H](OCc2ccc(CO)cc2)O1)N1CCN(Cc2ccc3c(c2)OCO3)CC1
→ -1%, -0.4%, 7%, ., -1%, -0.1, 6%, -21%, i
39: COc1ccc(CNCc2cc(Cl)ccc2O)cc1
→ -9%, 14%, -13%, -1%, 5%, -1.3, -10%, 7%, i
40: CCc1ccc(NC(=O)C2=CC(c3ccc(OC)c(OC)c3)=NS(=O)(=O)N2C)cc1
→ ?, -0.2%, -6%, 0%, -20%, -0.7, -8%, 23µM*, i
41: COc1cc(C(=O)NCC(c2cccnc2)N2CCN(c3ccccc3)CC2)cc(OC)c1OC (stereo not given)
→ -2%, 0.3%, -23%, -3%, -6%, 0.2, -11%, -7%, i
42: CC1=N/C(=C\c2ccc(OC(C)C)cc2)C(=O)N1c1ccc(C(=O)O)cc1
→ -1%, -0.6%, -5%, 0%, -13%, 0.0, -8%, ?, i
43: COc1cc(C(=O)N2CCN(c3ccccc3)CC2)c2ccccc2n1
→ -3%, 3.3%, -3%, ., ?, -1.7, -55%[inhibitor], ?, i
44: CCN(CC(=O)Nc1ccc(NC(C)=O)cc1)C(=O)CCCOc1ccc(C(C)(C)C)cc1
→ ?, 0.3%, -12%, 0%, ?, -1.4, -8%, ?, i
45: O=c1[nH]c(/C(=N\O)c2ccccc2)no1
→ 2%, 11%, -27%, -2%, -18%, -4.0, -7%, -10%, i
46: Nc1ccc(CCc2ccc(N)cc2)cc1
→ -1%, 2.4%, -8%, ., 1%, 0.3, 9%, 10%, i
47: O=C(Nc1cccc(Oc2ccccc2)c1)C1Cc2c(-c3ccco3)ccnc2O1 (stereo not given)
→ -6%, -0.4%, -7%, ., ., -2.7, -18%, ., i
48: O=C(COc1ccc(S(=O)(=O)NC2CCCCC2)cc1)NC1CC1
→ -4%, -0.5%, -9%, 2%, 11%, -1.0, 1%, -10%, i
49: CCc1ccc(NC(=O)C(CC)n2c(=O)c(C(F)(F)F)nc3ccccc32)cc1 (stereo not given)
→ 4%, -1.2%, -1%, ., 2%, ., -9%, -7%, .

2 entries picked at random from the list so far, as already listed:
Below each SMILES: TGFb inhibitor, Nrf2 activator, HepG2 tox, Mm-Cpn inhibitor, A549 viability, CCT modulator, Abeta yeast res, Nrf2 block, pAkt inh
44: CCN(CC(=O)Nc1ccc(NC(C)=O)cc1)C(=O)CCCOc1ccc(C(C)(C)C)cc1
→ ?, 0.3%, -12%, 0%, ?, -1.4, -8%, ?, i
33: Cc1ccc(C(=O)Nc2ccc3c(c2)OCCO3)c(Cl)c1
→ 1%, -5.3%, -24%, 0%, 2%, -2.1, -15%, ?, i

Screening results deposited in PubChem by National Center for Advancing Translational Sciences (NCATS).
